IL-2 act = IL-2 activation; activation, % (series mostly up to about 46 µM); 360,000 compounds, 0.065% hits; IL-2 activation reporter assay, cell-based qHTS; stimulated with anti-CD3/CD4/CD28 beads; in transgenic mouse T cells; in the data active = activation above about 50%; inconclusive = mostly about 30% to 49%; also: 0% is about no effect
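Unstimulated transgenic mouse T cells; 60-min compound exposure; bead-based TCR/CD4/CD28 stimulation; 18 h culture, 37 degrees C; dual fluorescence (EGFP, DsRed) plate cytometry.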
WRN inhibitor = blocks human WRN helicase; Q14191; WRN helicase unwinding, fluorescent forked duplex, kinetic; Potency, µM (highest dose often 114 µM), inactives show at the top dose activity change, negative = inhibition, actives largely listed as inhibitors; 360,000 compounds, 0.46% hits; AID 651768; also: potency is read from the fitted curve at half-maximal effect; % is scaled to controls: 0 for no effect and ±100 for the full control effect; nearly all actives have a fitted effect of over 55% in size
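WRN at 20 nM final preincubated with compound 15 min at room temperature; reaction started with 100 nM fluorophore/quencher forked duplex oligonucleotide and 2 mM ATP final. Unwinding followed kinetically by red fluorescence (ex 525, em 598 nm).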
EPAC1 ag = activates human EPAC1 exchange factor. O95398. EPAC1 agonist qHTS, biochemical assay; response scale: 100% = response to 6.5 mM cAMP. Potency, µM (top dose mostly 154 µM), for the others: top-dose activation, hits mostly activators. 360,000 compounds, 0.073% hits. AID 720707; also: potency is read from the fitted curve at half-maximal effect; nearly all actives have a fitted effect of over 60% in size
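Nucleotide exchange assay: 100 nM EPAC1 with 250 nM Rap1B loaded with BODIPY-GDP and 50 uM GDP, room temperature. Fluorescence (480/540 nm) read every 5 min for 30 min; signal change normalized to 6.5 mM cAMP as full agonist.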
EPAC1 antagonist = blocks human EPAC1 exchange factor; EPAC1 GEF assay, Rap1b-BODIPY-GDP exchange fluorescence; Potency, µM (highest dose often 115 µM), for inactives: top-dose activity change, negative = inhibition, hits mostly inhibitors; 360,000 compounds, 0.14% hits; AID 720709;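 also: potency is read from the fitted curve at half-maximal effect; plate controls were vehicle for no effect and positive control for full effect; nearly all actives have a fitted effect of over 50% in size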
FUS suppressor = FUS proteinopathy suppression in yeast. S. cerevisiae FUS-expressing, growth rescue, OD600, 24 h. Potency, µM (series often up to 76.6 µM), without a hit: top-dose growth rescue (activation), most hits filed as activators. 390,000 compounds, 0.24% hits. AID 1347120;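 also: potency is read from the fitted curve at half-maximal effect; plate controls were DMSO vehicle for no effect and reference control for full effect; nearly all actives have a fitted effect of over 55% in size; some results filed as inactive show a strong effect at the top dose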
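Restored growth of FUS-toxic S. cerevisiae, read as 600 nm absorbance after 24 h at 30C in galactose medium (starting OD 0.005). Controls CP55940 and DMSO.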
Abeta rescue = compounds reversing amyloid beta toxicity in yeast. yeast expressing A-beta42, growth rescue, OD600, 48 h; response scale: 0% DMSO, 100% iron-clioquinol control. Potency, µM (titrated, usually from 46.1 µM), for the others: top-dose growth rescue, most hits filed as activators. 410,000 compounds, 0.063% hits. AID 1347071; also: potency is read from the fitted curve at half-maximal effect; nearly all actives have a fitted effect of over 55% in size
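Growth rescue measured by 600 nm absorbance after 48 h yeast culture at 30 C with compound. Values normalized between DMSO and an equimolar ferric chloride plus clioquinol control.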
PLK1 PBD block = inhibitors of human PLK1 polo-box domain binding; P53350; Plk1 PBD binding of FITC phosphopeptide, fluorescence polarization; Potency, µM, for the others: max response, negative = inhibition, usual class: inhibitors; 360,000 compounds, 2.8% hits; also: potency is read from the fitted curve at half-maximal effect; series mostly up to about 57 µM; % is scaled to controls: 0 for no effect and ±100 for the full control effect; nearly all actives have a fitted effect of over 65% in size
Target sequence (P53350 whole entry, looked up, the tested form may be a part): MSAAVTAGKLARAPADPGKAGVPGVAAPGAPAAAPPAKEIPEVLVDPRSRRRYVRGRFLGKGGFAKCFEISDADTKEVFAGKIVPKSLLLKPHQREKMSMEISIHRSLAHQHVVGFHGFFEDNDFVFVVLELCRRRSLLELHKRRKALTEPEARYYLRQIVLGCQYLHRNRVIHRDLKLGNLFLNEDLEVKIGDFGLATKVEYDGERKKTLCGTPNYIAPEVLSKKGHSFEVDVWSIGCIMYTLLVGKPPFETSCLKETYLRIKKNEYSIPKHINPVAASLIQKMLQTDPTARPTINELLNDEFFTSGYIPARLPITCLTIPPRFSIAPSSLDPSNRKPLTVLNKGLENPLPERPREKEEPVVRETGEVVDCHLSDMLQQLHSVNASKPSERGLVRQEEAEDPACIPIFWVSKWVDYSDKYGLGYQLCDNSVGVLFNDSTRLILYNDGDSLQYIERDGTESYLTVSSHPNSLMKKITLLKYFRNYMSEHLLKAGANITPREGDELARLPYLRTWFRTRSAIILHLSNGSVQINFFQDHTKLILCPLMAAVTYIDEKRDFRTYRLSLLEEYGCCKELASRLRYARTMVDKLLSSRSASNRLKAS
PI5P4Ka inh = blocks human PI5P4K alpha kinase activity | P48426 | PI5P4Kalpha enzyme, ADP-Glo luminescence, 60 min; active compounds read low | max response, % | 330,000 compounds, 1.2% hits; active = max response of -50% or lower; inconclusive = between -30% and -50%; inactive = -30% or higher; also: value at the top dose of about 77 µM; % is scaled to controls: 0 for no effect and ±100 for the full control effect
Target sequence (P48426 whole entry, looked up): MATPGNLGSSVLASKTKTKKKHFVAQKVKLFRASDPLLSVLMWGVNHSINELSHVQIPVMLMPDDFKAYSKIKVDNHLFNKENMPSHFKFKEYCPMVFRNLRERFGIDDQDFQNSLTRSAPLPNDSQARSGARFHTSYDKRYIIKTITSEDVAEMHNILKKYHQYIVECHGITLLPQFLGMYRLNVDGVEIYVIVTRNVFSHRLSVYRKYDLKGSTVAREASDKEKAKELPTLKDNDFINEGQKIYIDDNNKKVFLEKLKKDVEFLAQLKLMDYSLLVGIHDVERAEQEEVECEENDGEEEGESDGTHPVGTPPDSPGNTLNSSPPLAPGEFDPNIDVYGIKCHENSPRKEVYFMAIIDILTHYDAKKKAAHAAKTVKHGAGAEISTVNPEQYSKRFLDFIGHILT
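Quantitative HTS of the MLSMR library against PI5P4Kalpha with substrate. ATP added last at 5 microM final; room temperature, 60 minutes. Remaining ATP depleted, ADP converted and read as luminescence.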
Numbers without * were called inactive; ? = inconclusive; nt = not tested or not shown; [ ] = remark or other dose. Unless noted, calls follow the shape of the dose curve; as a rule, active = well fitted curve in the direction sought with a large enough effect; inconclusive = small, poorly fitted or top-dose-only effect, or another doubt; inactive = no such curve, though single readings can be large; an effect the other way counts as inactive or inconclusive.

item	structure	IL-2 act	PLK1 PBD block	EPAC1 ag	EPAC1 antagonist	WRN inhibitor	Abeta rescue	FUS suppressor	PI5P4Ka inh
1	COc1cc(NC(=O)c2ccc(Br)o2)ccc1NC(=O)c1ccccc1Cl	-4.3	-3.3%	12.3%	19.3%	-19.9%	-31.8%[inhibitor]	?	nt
2	COc1ccc(-c2cc(-c3ccccc3)c(C#N)c(SCC(=O)O)n2)cc1	1.0	?	1.6%	4.1%	8.0%	-2.6%	6.6%	3.7
3	CCOC(=O)N1CCN(C(=O)c2cccc(NC3=NC4CS(=O)(=O)CC4S3)c2)CC1 (stereo unspecified)	1.1	-4.9%	0.3%	-6.1%	-11.6%	-5.1%	11.7%	nt
4	COc1cccc(C(=O)N/N=c2\oc3c(OC)cccc3cc2C(=O)NCc2ccccc2)c1	2.0	0.1%	2.1%	12.2%	3.3%	3.6%	2.3%	1.7
5	CC(=O)Oc1ccccc1N(C(C)=O)S(=O)(=O)c1ccc2ccccc2c1	-1.7	?	5.4%	-17.3%	-0.4%	-15.6%	11.8%	-10.9
6	COc1ccc(S(=O)(=O)NC(=O)C2(C)CCN2C(=O)COc2ccc(Cl)cc2)cc1OC (stereo unspecified)	0.2	2.2%	0.1%	0.4%	-4.5%	-0.1%	9.1%	-0.3
7	O=C(NCC1CCCO1)c1ccc(COc2ccc(Cl)cc2)cc1 (stereo unspecified)	-2.2	-7.3%	6.3%	1.1%	2.7%	-6.8%	10.2%	0.4
8	O=C1CSC(=S)N1/N=C/c1ccc(O)c([N+](=O)[O-])c1	0.5	23.8µM*	1.0%	-22.9%	79.4µM*	-6.8%	-1.1%	-103.5*
9	CCC1CCCCN1Cc1c(O)ccc2c(=O)c(-c3ccccc3)coc12 (stereo unspecified)	1.0	3.1%	6.1%	-0.9%	0.2%	3.2%	22.9%	2.1
10	COc1cc(NC(=O)Cc2ccc([N+](=O)[O-])cc2)c(C(=O)O)cc1OC	0.3	0.8%	-7.5%	-1.4%	2.5%	3.7%	nt	?
11	N#Cc1ccc(C(=O)OCC(=O)Nc2ccc(S(N)(=O)=O)cc2)cc1	1.1	2.8%	5.2%	9.6%	0.4%	5.9%	-0.3%	-22.8
12	CCCCN(C(=O)c1ccc2c(c1)NC(=O)CS2)c1ccccc1	-0.3	0.4%	-21.1%	16.7%	-1.9%	0.9%	28.8%	-8.5
13	CCCn1cc(SCC(=O)Nc2cc(C)on2)c2ccccc21	-3.9	-1.2%	4.1%	10.9%	?	-1.4%	nt	-2.9
14	Cc1ccc(C2CC(c3cccs3)=NN2C(=O)CSc2nc(=O)n3cc(C)ccc3n2)cc1 (stereo unspecified)	-1.3	-8.3%	112µM*	-10.4%	-9.6%	15.2%	39.1%	1.4
15	O=C(COn1nnc2ccc(S(=O)(=O)N3CCOCC3)cc21)Nc1c(F)c(F)c(F)c(F)c1F	2.2	-4.3%	10.5%	3.6%	-5.7%	6.0%	-3.1%	7.2
16	CC(C)C(NC(=O)c1ccc(C(C)(C)C)cc1)C(=O)N1CCCC1 (stereo unspecified)	-3.1	0.4%	-12.2%	-24.5%	-23.7%	2.2%	20.4%	-3.9
17	Cn1c(=O)c2c(ncn2CC(=O)N/N=C/C(Cl)=C/c2ccccc2)n(C)c1=O	1.7	-13.6%	1.6%	11.9%	5.7%	4.0%	-5.1%	-8.9
18	Cc1ccc2cc(C#N)c(N3CCCN(S(=O)(=O)c4ccccc4)CC3)nc2c1C	-2.9	-3.9%	9.4%	-6.3%	-13.9%	6.5%	6.31µM*	nt
19	COCCNC(=O)C(c1ccc(O)cc1)N(Cc1cccs1)C(=O)CCC(=O)Nc1ccccn1 (stereo unspecified)	0.3	-5.6%	-5.2%	-11.2%	9.6%	-6.0%	4.6%	-7.0
20	NC(=O)COc1ccc(Nc2nnc(-c3ccc(O)cc3)c3ccccc23)cc1	-2.1	4.3%	-7.5%	3.0%	2.3%	-5.3%	-1.8%	-1.4
21	CCN(CC)c1ccc(NC(=O)CNCc2ccccc2Cl)c(C)c1	-3.8	-14.1%	-6.0%	-24.0%	5.1%	-6.9%	19.7%	0.9
22	CCCN(CC(=O)Nc1cc(Cl)ccc1Cl)C(=O)c1ccccc1SCC(=O)N1CCCC1	-2.3	-5.9%	3.8%	-8.3%	-5.5%	16.5%	27.1%	9.5
23	COc1ccc(S(=O)(=O)N2CCN(CC(O)COc3ccc(CC#N)cc3)CC2)cc1OC (stereo unspecified)	-1.3	-0.9%	-6.9%	-2.0%	-2.5%	-1.1%	-6.0%	-10.7
24	CCOc1ccc(C(=O)COc2ccc(NC(C)=O)cc2)cc1	1.0	-3.2%	4.0%	-7.0%	8.8%	-0.3%	11.2µM*	2.6
25	Cc1cc2cc(CNC(=O)NC3CCCCC3)ccc2[nH]1	-0.5	-8.5%	2.0%	6.9%	-7.7%	9.8%	34.5%	nt
26	CCOC(=O)CC1C(=O)NCCN1C(=O)c1ccc(C)cc1 (stereo unspecified)	-2.1	4.3%	1.5%	1.1%	-6.2%	6.3%	-16.9%	-1.1
27	COc1cc(OC)c(OC)cc1/C=C(\C#N)C(=O)NCc1cccs1	-3.5	-9.9%	17.1%	1.2%	-3.6%	-10.6%	2.0%	-1.6
28	O=C(Nc1cccnc1)c1noc2c1CCCCC2	-1.5	-1.4%	0.0%	-7.7%	-2.6%	19.1%	6.9%	nt
29	CCc1cc(=O)oc2cc(C)cc(OCC(=O)N[C@@H](CSCc3ccccc3)C(=O)O)c12	0.4	-18.1%	-19.8%	-16.5%	-1.6%	-8.3%	11.1%	-1.2
30	CC(C)CNC(=S)NNC(=O)c1csc2c1CCCC2	-0.8	-6.0%	8.8%	1.4%	-1.3%	9.1%	-14.7%	nt

From no. 21 up to 22, as listed above:
item	structure	IL-2 act	PLK1 PBD block	EPAC1 ag	EPAC1 antagonist	WRN inhibitor	Abeta rescue	FUS suppressor	PI5P4Ka inh
21	CCN(CC)c1ccc(NC(=O)CNCc2ccccc2Cl)c(C)c1	-3.8	-14.1%	-6.0%	-24.0%	5.1%	-6.9%	19.7%	0.9
22	CCCN(CC(=O)Nc1cc(Cl)ccc1Cl)C(=O)c1ccccc1SCC(=O)N1CCCC1	-2.3	-5.9%	3.8%	-8.3%	-5.5%	16.5%	27.1%	9.5

The listing continues.
item	structure	IL-2 act	PLK1 PBD block	EPAC1 ag	EPAC1 antagonist	WRN inhibitor	Abeta rescue	FUS suppressor	PI5P4Ka inh
31	CCc1ccc(NC(=O)NNC(=O)c2ccc3ccccc3c2O)cc1	-0.4	-20.1%	11.2%	-6.2%	5.5%	-13.3%	2.9%	0.9
32	COc1ccccc1NC(=O)CSc1nnc(-c2ccoc2C)n1CCc1ccccc1	-0.5	-28.8%	14.7%	0.0%	-5.7%	1.7%	18.3%	6.0
33	COc1cccc(CC2CC(=O)N(CCc3ccc4c(c3)OCO4)C2=O)c1 (stereo unspecified)	-0.3	-2.0%	20.7%	-7.2%	-3.8%	22.1%	0.5%	-0.8
34	COc1ccc(CCNc2ccc(S(N)(=O)=O)cn2)cc1	0.3	5.3%	-7.4%	-3.7%	-11.1%	1.7%	-4.5%	0.9
35	Cc1cccc(C)c1-n1nnnc1-c1cnccc1C(F)(F)F	0.3	-2.4%	-0.9%	5.7%	-5.4%	6.7%	16.5%	6.1
36	CCn1c(C)nc2cc(C(=O)NNC(=O)Nc3cccc(Cl)c3)ccc21	-0.4	-14.3%	-1.4%	-23.3%	-2.1%[57.1 µM]	-6.5%	-6.5%	8.8
37	COc1ccc(OC)c(S(=O)(=O)NCc2cccnc2)c1	-2.4	-16.1%	1.7%	-4.4%	10.7%	8.2%	-25.8%	-3.5
38	CCOC(=O)C1C(=O)N(C(=O)c2cncc(Br)c2)CC1c1ccccc1 (stereo unspecified)	-0.6	2.99µM*	0.7%	-5.3%	-23.1%	12.2%	-4.9%	?
39	COc1ccc2cnn(-c3ccc(C)cc3)c(=O)c2c1OC	0.6	-4.0%	-9.4%	10.4%	6.6%	-36.0%	-8.9%	10.1
40	CSc1nc(C)cc(SCC(=O)N/N=C/c2ccccc2)n1	-4.6	-6.8%	-0.9%	-4.0%	-31.2%	-12.9%	nt	3.2
41	Cc1cccc(Nc2cc(=O)[nH]c(=O)[nH]2)c1C	-2.6	0.8%	4.3%	-6.8%	-1.8%	2.1%	nt	6.2
42	Fc1ccccc1CSc1nnc2ccc(-c3ccncc3)nn12	-1.6	-14.0%	2.4%	4.0%	-5.4%	-6.4%	-11.9%	5.0
43	O=C(c1cc2cc(Cl)ccc2oc1=O)N1CCCCCCC1	0.7	-0.5%	-1.6%	9.2%	2.4%	-4.9%	15.3%	-4.3
44	CC1O[C@@H](OC2C(O)C(O)C(CO)O[C@H]2OC2C[C@]3(C)C(CC(O)C4[C@@H]([C@]5(C)CC[C@@H](C(C)(C)O)O5)CC[C@]43C)[C@@]3(C)CCC(O)C(C)(C)C23)C(O)C(O)C1O (stereo partly specified)	-0.4	1.0%	-0.1%	-0.2%	0.8%	3.6%	-13.6%	-3.4
45	CN1CCN(c2oc(COc3ccc(-c4ccccc4)cc3)nc2C#N)CC1	-0.1	-6.2%	18.5%	-13.7%	-15.9%	-7.0%	4.5%	nt
46	CC(C)Sc1nc2c(c(=O)[nH]c(=O)n2C)n1CCc1ccccc1	-0.6	-7.0%	-10.5%	-12.6%	2.9%	1.1%	-16.3%	3.1
47	COc1ccc(NC(=O)CC(Cc2ccccc2)C(=O)O)cc1 (stereo unspecified)	-3.6	-5.0%	10.9%	-18.1%	6.9%	10.4%	9.6%	11.5
48	CC(=O)c1cccc(NC(=O)N2CCN(S(C)(=O)=O)CC2)c1	-1.2	-7.7%	11.3%	4.5%	0.6%	3.6%	4.2%	nt
49	CCOc1ccc(OCC)c(S(=O)(=O)N2CCC(C)CC2)c1	-1.8	-12.0%	9.3%	-9.3%	-4.8%	-30.2%	28.5%	nt
50	COc1ccc2cc3cc(C(=O)NCc4ccccn4)oc3nc2c1	1.6	-1.2%	3.8%	1.4%	-6.3%	4.8%	1.7%	-7.8
51	NC(=O)c1ccc(-c2ccc(N3C(c4ccsc4)=Cc4ccc(F)cc4C3CC(=O)c3ccco3)cc2)cc1 (stereo unspecified)	-0.1	2.8%	0.7%	-10.0%	-14.4%	-22.5%	?	3.5
52	O=P(Cc1nnco1)(c1ccccc1)c1ccccc1	0.1	-11.3%	-6.0%	-5.7%	4.0%	7.7%	-2.5%	-0.8
53	CCS(=O)(=O)N1Cc2ccccc2CC1C(=O)Nc1nc2c(C)cccc2s1 (stereo unspecified)	0.0	-6.6%	21.5%	-2.5%	2.9%	1.8%	nt	17.8
54	CCN(Cc1cnn(C)c1)C(=O)c1cc(COc2ccc(F)cc2F)on1	-0.2	-2.5%	-12.1%	-0.6%	-5.6%	-10.6%	6.3%	1.6
